Screens deposited in PubChem BioAssay by National Center for Advancing Translational Sciences (NCATS).
Pf growth 96h = Primary qHTS for delayed death inhibitors of the malarial parasite plastid, 96 hour incubation | AID 504834, 2011 | Potency, µM (series often up to 28.7 µM), for inactives: at the top dose activity change, negative = inhibition, most hits filed as inhibitors | hit rate 6.9% among 320,000 | P. falciparum luciferase reporter growth, 96 h; further: potency means the concentration at half of the fitted maximal effect; on the % scale 0 is the no-effect control and ±100 the full control effect
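Readout is luminescence from an integrated firefly luciferase in P. falciparum. Red cells, 2% hematocrit and 0.05% parasitemia final, were cultured with compound through two parasite generations (96 hours) at 37 C, 5% CO2.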
AmpC inh no detg = qHTS Inhibitors of AmpC Beta-Lactamase (assay without detergent) | P00811 | hit rate 0.52% among 330,000 | AmpC nitrocefin hydrolysis, absorbance 480 nm, 0.0001% Triton | Potency, µM (series often up to 57.1 µM), for inactives: at the top dose activity change, negative = inhibition, most hits filed as inhibitors;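 further: potency means the concentration at half of the fitted maximal effect; plate controls were no compound for no effect and no enzyme for full effect; nearly all actives have a fitted effect of over 20% in size; some results filed as inactive show a strong effect at the top dose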
Target sequence (P00811 whole entry, looked up): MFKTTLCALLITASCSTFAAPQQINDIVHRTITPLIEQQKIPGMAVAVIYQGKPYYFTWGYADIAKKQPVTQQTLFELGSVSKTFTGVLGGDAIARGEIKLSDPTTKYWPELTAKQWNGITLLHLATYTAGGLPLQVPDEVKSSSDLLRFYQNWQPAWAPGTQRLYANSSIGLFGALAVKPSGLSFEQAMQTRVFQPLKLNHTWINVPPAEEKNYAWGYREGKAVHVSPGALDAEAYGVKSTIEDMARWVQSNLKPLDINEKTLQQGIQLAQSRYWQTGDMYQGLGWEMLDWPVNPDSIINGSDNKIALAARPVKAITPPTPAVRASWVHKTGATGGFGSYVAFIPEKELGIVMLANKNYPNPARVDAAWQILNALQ
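AmpC (5.3 nM in the dispensed reagent) in 20 mM phosphate pH 7.0 with 0.01% (detergent screen) or 0.0001% Triton X-100 was preincubated with compounds for 15 min at room temperature. Nitrocefin was then added from an 800 uM solution, and hydrolysis was followed at 480 nm.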
CHX counter = Cycloheximide Counterscreen for Small Molecule Inhibitors of Shiga Toxin; AID 2314, 2010; max response, %; hit rate 12% among 300,000; cell reporter, cycloheximide protein synthesis inhibition counterscreen; in the data active means max response mostly above about 13%, no sharp cut-off; inactive means mostly below about 14%; further: read at 38.3 µM for the half of the compounds with a filed dose; 0% is about no effect
LmPK inhibitor = qHTS Assay for Inhibitors of Leishmania Mexicana Pyruvate Kinase (LmPK). hit rate 0.37% among 290,000. purified LmPK, Kinase-Glo ATP luminescence, 1 h. Potency, µM (titrated, usually from 57.5 µM), inactives show at the highest dose activity change, negative = inhibition, usual class: inhibitors. Q27686; further: potency means the concentration at half of the fitted maximal effect; on the % scale 0 is the no-effect control and ±100 the full control effect
Target sequence (Q27686 whole entry, looked up): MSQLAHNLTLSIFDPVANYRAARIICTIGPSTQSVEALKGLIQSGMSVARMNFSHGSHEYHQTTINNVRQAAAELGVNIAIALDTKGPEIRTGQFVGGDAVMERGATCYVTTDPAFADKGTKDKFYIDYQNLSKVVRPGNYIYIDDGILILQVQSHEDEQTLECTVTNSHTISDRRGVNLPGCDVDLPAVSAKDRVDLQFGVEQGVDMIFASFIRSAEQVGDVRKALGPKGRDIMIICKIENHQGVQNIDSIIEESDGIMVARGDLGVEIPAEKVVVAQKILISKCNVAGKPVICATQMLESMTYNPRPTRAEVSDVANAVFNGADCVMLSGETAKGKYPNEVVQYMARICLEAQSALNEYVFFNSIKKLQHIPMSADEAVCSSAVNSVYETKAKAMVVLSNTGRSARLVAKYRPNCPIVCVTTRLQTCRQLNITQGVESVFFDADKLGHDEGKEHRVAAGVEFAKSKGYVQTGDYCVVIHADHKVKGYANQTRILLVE
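In 50 mM imidazole pH 7.2 with 7 mM MgCl2, LmPK (0.1 nM) turned over PEP (0.5 mM) and ADP (0.1 mM) for 1 h at room temperature. Luciferase read-out of ATP.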
Pf growth 48h = Primary qHTS for delayed death inhibitors of the malarial parasite plastid, 48 hour incubation | AID 504832, 2011 | hit rate 5.9% among 310,000 | P. falciparum luciferase growth in erythrocytes, 48 h | Potency, µM (top dose mostly 28.7 µM), for inactives: at the highest dose activity change, negative = inhibition, hits mostly inhibitors; further: potency means the concentration at half of the fitted maximal effect; on the % scale 0 is the no-effect control and ±100 the full control effect
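A one-generation exposure of luciferase-tagged malaria parasites in RPMI 1640/Albumax erythrocyte culture, 37 C and 5% CO2. Inhibition is inferred from decreased luminescence after adding detection reagent.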
Shiga inhibitor = A qHTS for Small Molecule Inhibitors of Shiga Toxin. Vero cells, Shiga toxin protein synthesis inhibition reporter. inhibition, % at 38.7 µM. hit rate 9.2% among 290,000. AID 2315, 2010; in the data active means inhibition mostly above about 28%, no sharp cut-off; inactive means mostly below about 43%; further: 0% is about no effect
Tb PYK inh = qHTS of Trypanosoma Brucei Inhibitors; pyruvate kinase (Trypanosoma brucei), Q57TT1; hit rate 0.12% among 410,000; Potency, µM (highest dose often 76.8 µM), inactives show at the top dose activity, negative = inhibition, hits mostly inhibitors; TbPYK enzyme, Kinase-Glo Plus ATP luminescence, 45 min; AID 624173, 2012; further: potency means the concentration at half of the fitted maximal effect; on the % scale 0 is the no-effect control and ±100 the full control effect; nearly all actives have a fitted effect of over 50% in size
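Enzyme and substrate buffer are dispensed first and compound is pin-transferred. ADP at 130 uM final then starts the reaction, which runs 45 min at room temperature. Detection reagent is added for 10 min before luminescence is imaged.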
Numbers without * were called inactive; ? = inconclusive; . = not tested or not shown; & = joins results of further samples; [ ] = another dose, or the depositor's remark. Unless noted, the call rests on the fitted dose curve; in most records, active means well fitted curve in the direction sought with a large enough effect; inconclusive means small, poorly fitted or top-dose-only effect, or another doubt; inactive means no such curve, though single readings can be large; an effect the other way counts as inactive or inconclusive. Outcome played no part in choosing rows (roughly 22% active in at least one column).

Start of the data: the first 13 entries as a preview:
SMILES	Pf growth 96h	AmpC inh no detg	CHX counter	LmPK inhibitor	Pf growth 48h	Shiga inhibitor	Tb PYK inh
COc1ccc(CCNS(=O)(=O)c2ccc(-n3cnnn3)cc2)cc1OC	5%	-1%	-4	-5%	-5%	-4	-1%
CCOC(=O)c1cnc(Cc2ccccc2)[nH]c1=O	2%	-8%	-1	-2%	-8%	.	-12%
CCOc1ccc(CN(C)C(=O)CCN2C(=O)c3ccccc3C2=O)cc1OC	27%	14%	-3	-1%	-12%	-9	-7%
COc1cc(CCC(=O)OCC(=O)Nc2nc(C)c(Cl)cc2Cl)cc(OC)c1OC	.	-5%	0	6%	-5%	-12	-9%
CC(c1ccccc1)N(C)CC(=O)NC(=O)NCCC1=CCCCC1 (centres undefined)	-22%	51%	.	.	?	.	3%
C/C(=N\NC(=S)NC(C)C)c1ccc(C(C)(C)C)cc1	3.7µM*	-20%	2	5%	-18%	-7	-2%
Cc1cc(NC(=O)c2ccco2)sc1C	308%[activator]	-13%	.	.	265%[activator]	.	-10%
O=C(CCn1nc(-c2ccc(Cl)cc2)ccc1=O)NCCCN1CCCCCC1	58%[activator]	.	-4	0%	?	5	-7%
C/C(=N/NC(=O)C1COc2ccccc2O1)c1ccc(Br)s1 (centres undefined)	-2%	-37%	-3	11%	?	-9	-2%
CC(C)N(CCCNC(=O)c1nn(C)c2c1CS(=O)(=O)c1ccccc1-2)Cc1ccccc1	-6%	-12%	-2	1%	-24%	-4	2%
C[N+](C)(CCOc1ccccc1)Cc1ccccc1 (tested in a mixture with another compound)	41%[activator]	-24%	-2	-17%	10µM*	1	-11%
O=C(Cn1c(=O)n(Cc2ccco2)c(=O)c2ccccc21)Nc1cccc(Cl)c1	?	-57%	23*	5%	?	31*	-10%
O=C(NN1C(=O)c2ccccc2NC1c1ccco1)c1ccccc1 (centres undefined)	?	-14%	7	3%	13%	26	-26%

The list itself, from the first entry:
SMILES	Pf growth 96h	AmpC inh no detg	CHX counter	LmPK inhibitor	Pf growth 48h	Shiga inhibitor	Tb PYK inh
COc1ccc(CCNS(=O)(=O)c2ccc(-n3cnnn3)cc2)cc1OC	5%	-1%	-4	-5%	-5%	-4	-1%
CCOC(=O)c1cnc(Cc2ccccc2)[nH]c1=O	2%	-8%	-1	-2%	-8%	.	-12%
CCOc1ccc(CN(C)C(=O)CCN2C(=O)c3ccccc3C2=O)cc1OC	27%	14%	-3	-1%	-12%	-9	-7%
COc1cc(CCC(=O)OCC(=O)Nc2nc(C)c(Cl)cc2Cl)cc(OC)c1OC	.	-5%	0	6%	-5%	-12	-9%
CC(c1ccccc1)N(C)CC(=O)NC(=O)NCCC1=CCCCC1 (centres undefined)	-22%	51%	.	.	?	.	3%
C/C(=N\NC(=S)NC(C)C)c1ccc(C(C)(C)C)cc1	3.7µM*	-20%	2	5%	-18%	-7	-2%
Cc1cc(NC(=O)c2ccco2)sc1C	308%[activator]	-13%	.	.	265%[activator]	.	-10%
O=C(CCn1nc(-c2ccc(Cl)cc2)ccc1=O)NCCCN1CCCCCC1	58%[activator]	.	-4	0%	?	5	-7%
C/C(=N/NC(=O)C1COc2ccccc2O1)c1ccc(Br)s1 (centres undefined)	-2%	-37%	-3	11%	?	-9	-2%
CC(C)N(CCCNC(=O)c1nn(C)c2c1CS(=O)(=O)c1ccccc1-2)Cc1ccccc1	-6%	-12%	-2	1%	-24%	-4	2%
C[N+](C)(CCOc1ccccc1)Cc1ccccc1 (tested in a mixture with another compound)	41%[activator]	-24%	-2	-17%	10µM*	1	-11%
O=C(Cn1c(=O)n(Cc2ccco2)c(=O)c2ccccc21)Nc1cccc(Cl)c1	?	-57%	23*	5%	?	31*	-10%
O=C(NN1C(=O)c2ccccc2NC1c1ccco1)c1ccccc1 (centres undefined)	?	-14%	7	3%	13%	26	-26%
COC(=O)C1=C(C)NC(C)=C(C(=O)OCC2CCCO2)C1c1cccc(Br)c1 (centres undefined)	?	118%[activator]	3	-10%	9.3µM*	-31	3%
CCOc1ccc(N2CC(C(=O)NCCC3=CCCCC3)CC2=O)cc1 (centres undefined)	-22%	35%	-5	5%	7%	34	0%
COc1cc(/C=N/N=C2\CC3CCC2(C)C3(C)C)ccc1O (centres undefined)	?	.	5	5%	-21%	-7	-6%
Cc1cccc(NC(=O)CNC(=O)CCc2nc3sc4c(c3c(=O)[nH]2)CCCC4)c1C	-10%	-44%	.	.	?	.	-4%
CCN(CC(=O)Nc1c(F)cccc1F)C(=O)c1ccc(S(=O)(=O)N2CCC(C)CC2)cc1	-87%	7%	.	.	?	.	4%
CCN(CC)c1ccc(NC(=O)C2CCC(CNc3c(N4CCCC4)c(=O)c3=O)CC2)c(C)c1 (centres undefined)	?	10%	1	-1%	-19%	-6	-3%
CCc1ccc(/C=C2/SC(=S)N(CCC(=O)Nc3cccnc3)C2=O)cc1	?	-26%	-2	-3%	10%	-8	7%
CN(C)S(=O)(=O)c1ccc(C(=O)OCC(=O)NCc2ccccc2)cc1	15%	0%	-2	4%	13%	-6	3%
C=CCNC(=O)c1onc(CSc2ccc(F)cc2)c1C(=O)NCCOC	58%[activator]	27%	-2	-2%	8%	-4	1%
CC(C)CN(CC(C)C)c1ccc(C=C2C(=O)NC(=S)NC2=O)cc1[N+](=O)[O-]	?	-31%	-6	15%	?	12	-26%
CC(C)CCN(C(=O)CNC(=O)c1ccco1)C(C(=O)NC1CCCCC1)c1ccco1 (centres undefined)	.	17%	-6	-2%	?	5	3%
COc1ccccc1-c1nnc(SCC(=O)N2CCC(C)CC2)o1	?	3%	-1	0%	-18%	9	-3%
O=C(O)c1[nH]c(=O)[nH]c(=O)c1F	0.0033µM*	-8%	1	6%	0.012µM*	-6	-2%
O=C1C2ON(c3ccccc3)C(c3cccnc3)C2C(=O)N1Cc1ccccc1 (centres undefined)	-6%	44%	-6	2%	-14%	-18	3%
O=C(N1CCOCC1)C1(c2ccc(Cl)cc2)CCCC1	95%[activator]	40%	6	1%	-11%	24	-10%
CC(C)NS(=O)(=O)c1ccc(OCC(=O)Nc2cccc(F)c2)cc1	42%[activator]	-10%	9	12%	-11%	8	-1%
O=C(Nc1nc(-c2ccccc2)c(-c2ccccc2)s1)c1ccc(S(=O)(=O)N2CCCC2)cc1	16%	-21%	1	2%	10%	-5	1%
O=S(=O)(c1ccccc1F)N(Cc1ccco1)Cc1nnc(-c2ccccc2Br)o1	?	-9%	17	3%	-6%	62	1%
COc1ccc(CNC(=O)Oc2ccccc2)cc1Cl	.	-20%	1	7%	-4%	20	7%
O=C(c1cccc(S(=O)(=O)N2CCOCC2)c1)N1CCN(C/C=C/c2ccccc2)CC1	?	174%[activator]	.	.	?	.	11%
NCCc1nnc(SCC(=O)c2ccc(Cl)cc2)o1	24%	3%	0	-2%	19%	-13	-1%
CC(=O)NNc1nc(-c2ccc(NC(C)=O)cc2)cs1	-12%	-26%	3	1%	30%	11	-8%
CN(C)S(=O)(=O)c1ccc(Cl)c(NC(=O)CN2C(=O)NC(C)(C3CC3)C2=O)c1 (centres undefined)	?	-7%	-6	3%	-12%	-2	1%

Whole records, quoted from the list. Values in the order: Pf growth 96h	AmpC inh no detg	CHX counter	LmPK inhibitor	Pf growth 48h	Shiga inhibitor	Tb PYK inh
NCCc1nnc(SCC(=O)c2ccc(Cl)cc2)o1 reads 24%	3%	0	-2%	19%	-13	-1%
CN(C)S(=O)(=O)c1ccc(Cl)c(NC(=O)CN2C(=O)NC(C)(C3CC3)C2=O)c1 (centres undefined) reads ?	-7%	-6	3%	-12%	-2	1%

Later entries.
SMILES	Pf growth 96h	AmpC inh no detg	CHX counter	LmPK inhibitor	Pf growth 48h	Shiga inhibitor	Tb PYK inh
O=C(CSCc1ccc(Br)cc1)NC1CC1	-24%	-6%	23	3%	?	27	5%
O=C(Cn1ncc2c(=O)oc3ccccc3c21)NCCCN1CCCC1=O	-4%	-16%	-2	-2%	0%	-3	2%
COc1cccc(CN2CCNC(=O)C2CC(=O)NCCc2cccc(C)n2)c1OC (centres undefined)	?	19%	-3	1%	-7%	-8	7%
Cc1ccc2c(c1)[nH]c1c(N3CCN(Cc4ccccc4)CC3)ncnc12	?	-29%	-2	-1%	0.52µM*	-14	3%
CCC(C)[C@H]1COCCS(=O)(=O)N1Cc1ccc(Br)cc1 (some centres undefined)	?	87%	1	0%	25%	4	1%
O=c1c2ccccc2nc(-c2ccccc2)n1Cc1ccco1	?	-14%	-6	1%	-16%	2	1%
O=C(c1ccco1)N1CCN(S(=O)(=O)c2cccc(Cl)c2)CC1	0%	-7%	-2	-5%	14%	-6	-3%
Cc1[nH]c2ccccc2c1CN1CCC(Cc2ccccc2)CC1	-182%	40%	4	-4%	?	-7	-9%
COc1cccc(NC(=O)NCc2ccccc2F)c1	-22%	-28%	40*	-6%	147%[activator]	97*	-24%
CCOc1cc(/C=N/Nc2cc(C)nc(-n3nc(C)cc3C)n2)ccc1O	1.7µM*	0%	-1	1%	0.37µM*	1	-1%
Cn1c(N)c(C(=O)COC(=O)c2ncc(Cl)c(Cl)c2Cl)c(=O)n(C)c1=O	20%	-7%	-2	0%	-17%	-11	1%
CCOC(=O)c1cnc2c(C#N)c(C)nn2c1-c1ccccc1	?	0%	-8	-1%	.	-20	-4%
COc1cc(OC)nc(-n2ncc(Br)c(Br)c2=O)n1	13µM*	-22%	-8	-1%	?	-24	20%
Cc1ccccc1Cn1c2ccccc2c2cnn(CC(=O)NCCCN3CCOCC3)c(=O)c21	-40%	208%[activator]	-5	-1%	?	-6	-9%
COc1ccccc1C1NC(=O)NC(C)=C1C(=O)OC1CCC(C)CC1 (centres undefined)	49%[activator]	-19%	-3	0%	14%	6	-9%
CC(C)c1ccc(O)c(NC(=O)c2cccnc2)c1	10µM*	-17%	-3	3%	.	-13	-2%
Cc1ccc(C)c(NC(=O)CSc2nnc(Cc3cccn3C)n2-c2ccc(F)cc2)c1	?	80%[activator]	-1	-4%	?	31	-8%
CCCCN(C)C(=O)C1CCN(CCCc2ccccc2)CC1	.	80%[activator]	6	0%	2.3µM*	-7	-8%
Cc1ccc(-c2nc3ccccc3n3nnnc23)cc1	349%	-1%	15	-6%	112%[activator]	36	-15%
CC(Sc1nnc(Nc2ccccc2)s1)C(=O)NC1CCCc2ccccc21 (centres undefined)	?	-49%	2	0%	-28%	16	-2%
Cc1ccc(-c2c(C(=O)NCc3ccc(F)cc3)oc(=O)c3ccccc23)cc1	-13%	-36%	-2	1%	17%	7	2%&-6%
COc1ccc(C2=NN(CC(=O)NCc3ccco3)C(=O)CC2)cc1	33%[activator]	-20%	3	2%	10%	18	6%
CN(C)c1ccc(NC(=O)COC(=O)CCC(=O)c2ccc(F)cc2)cc1	-31%	-4%	5	6%	.	3	-5%
